MsrA inh: inhibits bovine methionine sulfoxide reductase A. purified bovine MsrA, absorbance read-out. inhibition, % at 15.5 µM. 360,000 compounds, 0.75% hits. AID 651718; in the data active = inhibition above about 4.5%;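 also: 0% = vehicle wells with enzyme and 100% = reference inhibitor wells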
DNMT1 inh: DNMT1 (human) enzyme inhibition. P26358. DNMT1 molecular beacon, Hinp1I cleavage, fluorescence. inhibition (reported as % activation of signal), % at 10 µM. 360,000 compounds, 0.83% hits; in the data active = inhibition above about 50%
Target sequence (P26358 504-1616 limits assumed): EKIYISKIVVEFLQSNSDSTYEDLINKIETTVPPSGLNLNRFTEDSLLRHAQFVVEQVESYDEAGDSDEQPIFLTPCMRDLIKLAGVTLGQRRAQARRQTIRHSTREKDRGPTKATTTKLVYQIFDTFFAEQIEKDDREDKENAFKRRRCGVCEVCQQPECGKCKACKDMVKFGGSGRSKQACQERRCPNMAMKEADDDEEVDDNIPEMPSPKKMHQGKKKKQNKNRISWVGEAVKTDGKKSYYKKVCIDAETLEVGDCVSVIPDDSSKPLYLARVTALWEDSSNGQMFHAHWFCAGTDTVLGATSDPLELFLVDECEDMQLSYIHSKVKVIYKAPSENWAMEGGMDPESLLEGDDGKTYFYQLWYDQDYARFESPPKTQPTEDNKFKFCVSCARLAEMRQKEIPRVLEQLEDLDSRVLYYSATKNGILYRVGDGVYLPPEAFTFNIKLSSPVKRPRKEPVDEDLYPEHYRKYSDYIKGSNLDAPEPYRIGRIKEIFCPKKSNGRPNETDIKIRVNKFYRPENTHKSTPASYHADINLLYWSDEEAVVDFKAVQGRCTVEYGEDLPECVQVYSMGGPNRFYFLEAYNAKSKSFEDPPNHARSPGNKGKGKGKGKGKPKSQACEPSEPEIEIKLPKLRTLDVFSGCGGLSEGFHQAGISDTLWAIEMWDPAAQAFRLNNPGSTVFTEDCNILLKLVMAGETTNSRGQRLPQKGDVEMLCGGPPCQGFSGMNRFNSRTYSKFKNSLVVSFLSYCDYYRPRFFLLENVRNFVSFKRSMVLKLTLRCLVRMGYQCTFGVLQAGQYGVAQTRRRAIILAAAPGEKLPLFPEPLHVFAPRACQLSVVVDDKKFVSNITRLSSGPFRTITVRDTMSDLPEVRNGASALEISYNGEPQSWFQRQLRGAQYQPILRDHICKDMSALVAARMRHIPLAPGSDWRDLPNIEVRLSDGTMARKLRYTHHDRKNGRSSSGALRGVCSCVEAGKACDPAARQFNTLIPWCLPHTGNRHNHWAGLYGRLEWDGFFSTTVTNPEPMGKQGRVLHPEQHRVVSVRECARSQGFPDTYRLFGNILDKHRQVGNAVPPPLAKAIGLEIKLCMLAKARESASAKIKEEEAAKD
NRP1-CendR mod: NRP-1/CendR interaction modulation; O14786; FAM-RPARPAR peptide binding to NRP-1, fluorescence polarization; inhibition, % at 25 µM; 360,000 compounds, 0.85% hits; AID 602438;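 active = inhibition or corrected inhibition above about 18%, plus a signal ratio from 0.5 to 1.5, limit read from the data, passing the limit was not always enough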; also: strong numbers were not always called active
Tb MetRS inh: blocks T. brucei methionyl-tRNA synthetase activity; purified T. brucei MetRS, ATP depletion, Kinase-Glo luminescence; 360,000 compounds, 0.4% hits; inhibition, % at 11.9 µM;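 active = inhibition above a per-plate cutoff of the control wells' mean inhibition plus 3 SD, cut at about 5.5% in these data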;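 also: 0% = DMSO wells median and 100% = median of wells with control inhibitor compound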
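Dosing: 11.9 µM single point; system: parasite MetRS enzyme; technique: luminescence of leftover ATP; times: 15 min enzyme-compound preincubation, 2 h reaction, 10 min detection, 25 °C; replicates: each compound tested once; read-out basis: percent inhibition relative to median high and low control wells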
LMPTP inh: blocks human LMPTP phosphatase; P24666; inhibition, % at 20 µM; recombinant LMPTP-A, OMFP fluorogenic substrate, fluorescence intensity; AID 651560; 360,000 compounds, 0.22% hits;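 active = compounds that cut the enzyme signal by at least half of the control window in the single-dose screen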;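 also: plate controls were DMSO wells with enzyme plus substrate for no effect and substrate without enzyme for full effect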
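Assay system: LMPTP-A, protein tyrosine phosphatase of low molecular weight / Medium: pH 6.0 Bis-Tris buffer with DTT and Triton X-100 / Schedule: 50 min enzyme reaction at room temperature, protected from light / Measured by: endpoint fluorescence intensity from OMFP dephosphorylation / Read-out basis: % inhibition relative to no-enzyme and uninhibited control wells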
bovine MsrA act: bovine methionine sulfoxide reductase A activation; purified bovine MsrA, absorbance read-out; activation, % at 10.6 µM; 360,000 compounds, 0.3% hits; in the data active = activation above about 7.5%;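 also: 0% = vehicle and 100% = reference activator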
E coli Lon inh: inhibitors of E. coli Lon protease | purified E. coli Lon protease, fluorescence polarization | 360,000 compounds, 0.42% hits | inhibition, % at 7.94 µM | P0A9M0; in the data active = inhibition above about 13%, passing the limit was not always enough;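 also: 0% = enzyme with probe and DMSO and 100% = no enzyme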
SUMO1 PPI mod: modulators of human SUMO1-mediated protein-protein interactions; inhibition, % at 20 µM; 360,000 compounds, 0.33% hits; AID 602429; SUMO1 binding to a labelled peptide, TR-FRET, 1 h; P63165; in the data active = inhibition above about 37%
Scp1 inh: Scp-1 (human) phosphatase inhibition; 340,000 compounds, 0.88% hits; AID 493091; Recombinant Scp1, phosphopeptide, malachite green phosphate absorbance; Q9GZU7; inhibition, % at 20 µM;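 active = inhibition above about 50% at 20 µM, limit read from the data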;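 also: plate controls were DMSO wells with enzyme for no effect and wells lacking enzyme for full effect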
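Test system: SCP-1 phosphatase catalytic domain, residues 76-261; measured by: colorimetric phosphate reagent with accelerator and stabiliser, absorbance at 630 nm; timing: enzyme reaction 45 min at room temperature, colour 5 min, stabilisation 30 min; also added: Phosphorylated 17-residue peptide substrate; compound dosing: one concentration, 20 µM, with 1.0% DMSO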
STEP block: blocks human striatal-enriched tyrosine phosphatase. recombinant STEP, OMFP fluorogenic substrate, fluorescence. inhibition, % at 20 µM. 360,000 compounds, 0.25% hits. AID 588621;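 active = inhibition at 20 µM, scaled per plate between control wells, above about 37%, limit read from the data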;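 also: 0% = DMSO with enzyme and substrate and 100% = substrate only without enzyme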
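medium = Bis-Tris buffer pH 6.0, 2.5 mM DTT, 0.005% Tween 20 | test system = STEP (striatal-enriched tyrosine phosphatase) enzyme, cell-free | measure = normalized % inhibition | compound dosing = 20 µM, 1% DMSO | also added = 25 µM OMFP | schedule = reaction 20 min, ambient temperature | measured by = fluorescence read at 480 nm ex / 540 nm em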
Numbers without * were called inactive; nt = no result given; & = joins results of further samples.

SMILES	MsrA inh	DNMT1 inh	NRP1-CendR mod	Tb MetRS inh	LMPTP inh	bovine MsrA act	E coli Lon inh	SUMO1 PPI mod	Scp1 inh	STEP block
CCCOC(=O)c1cc2ccccc2oc1=O	13*	-1	7	-0.6	-2.8	-6	-8	-20	10	-5
CN(C)c1ccc(/C=C/C(=O)c2cc(Cl)ccc2O)cc1	-0.6	-3	34	-0.6	6.9	-3	-36	-43	-4	-1
CC(C)CNC(=O)C1Nc2ccc(OC(F)(F)F)cc2C2C=CCC12 (stereo not drawn)	1.7	-2	6	-0.2	-0.1	2	-5	-1	3	0
c1ccc(-c2n[nH]c(-c3ccccn3)n2)nc1	-1.9&2.3	6&-1	-15&-11	-1.8&-1.1	-1.7&-0.7	-7&-2	3&4	-1&2	-11&2	2&-2
Cc1ccc(N(CC(=O)NCc2ccc(F)cc2)C(=O)c2csnn2)cc1C	-0.6	-3	-10	-0.7	-1.4	-2	5	2	-13	-2
COc1cc(/C=C2/CCc3ccccc3C2=O)cc(OC)c1OC	2.2	8	8	-0.8	-0.5	-5	-1	-2	-40	1
CC(C)(C)CC(C)(C)NC(=S)N1CCN(Cc2ccc3c(c2)OCO3)CC1	-0.5	-1	2	-0.7	-0.7	-5	-8	-2	-6	-2
COc1cc2c(cc1NC(=O)C(C)Sc1nc3ccccc3n1C)oc1ccccc12 (stereo not drawn)	-0.6	6	-3	-0.7	0.6	-9	1	-1	1	0
COc1ccc(C(=O)Nc2ccc(Br)cc2F)cc1S(=O)(=O)N1CCCC1	-0.4	-2	-7	-0.1	0.0	1	-6	6	-5	-3
Cc1ccccc1-n1nnc2c(=O)oc3ccccc3c21	0.2	0	9	-0.4	-3.6	0	3	-5	-10	-1

Record cards (already shown). Values in the order: MsrA inh	DNMT1 inh	NRP1-CendR mod	Tb MetRS inh	LMPTP inh	bovine MsrA act	E coli Lon inh	SUMO1 PPI mod	Scp1 inh	STEP block
COc1cc2c(cc1NC(=O)C(C)Sc1nc3ccccc3n1C)oc1ccccc12 (stereo not drawn) is entered as -0.6	6	-3	-0.7	0.6	-9	1	-1	1	0
Cc1ccccc1-n1nnc2c(=O)oc3ccccc3c21 is entered as 0.2	0	9	-0.4	-3.6	0	3	-5	-10	-1
COc1cc(/C=C2/CCc3ccccc3C2=O)cc(OC)c1OC is entered as 2.2	8	8	-0.8	-0.5	-5	-1	-2	-40	1
COc1ccc(C(=O)Nc2ccc(Br)cc2F)cc1S(=O)(=O)N1CCCC1 is entered as -0.4	-2	-7	-0.1	0.0	1	-6	6	-5	-3
c1ccc(-c2n[nH]c(-c3ccccn3)n2)nc1 is entered as -1.9&2.3	6&-1	-15&-11	-1.8&-1.1	-1.7&-0.7	-7&-2	3&4	-1&2	-11&2	2&-2

(listing goes on)
SMILES	MsrA inh	DNMT1 inh	NRP1-CendR mod	Tb MetRS inh	LMPTP inh	bovine MsrA act	E coli Lon inh	SUMO1 PPI mod	Scp1 inh	STEP block
O=C1CN(C(=O)COC(=O)[C@@H]2CC(O)CN2S(=O)(=O)c2ccc(Cl)cc2)c2ccccc2N1 (stereo partly drawn)	-0.7	-2	19	-0.3	-1.1	-4	0	9	3	-4
O=C(O)CSc1cc(C(F)(F)F)nc(-c2ccccn2)n1	0.6	4	4	-1.0	-0.5	-6	-8	0	-10	-3
CCCCCNCc1ccc(Cl)cc1	-0.1	2	0	2.9	-0.3	2	-8	-4	-9	0
CC1CC(C)CN(S(=O)(=O)N2CCCC(C(=O)NCCCN3CCCCC3C)C2)C1 (stereo not drawn)	0.1	-3	11	-0.5	-0.5	0	-3	4	-6	-1
O=C(C1CC(=O)N(C2CCCC2)C1)N1CCN(c2ccccc2)CC1 (stereo not drawn)	-1.1	39	6	0.2	-0.4	-2	4	4	-2	6
CNC(=O)c1ccc(Oc2ccc(C(=O)NC)cc2)cc1	nt	-4	-5	-0.4	-0.4	1	-5	0	-3	-4
N#Cc1ccc(OCC(=O)N(C2CCCCC2)C2CCS(=O)(=O)C2)cc1 (stereo not drawn)	-0.7	4	-8	-0.4	-1.5	-3	12	-1	-6	1
O=C(c1cc(-c2ccco2)nn1-c1cccc(Cl)c1)N1CCCCC1	0.8	21	-33	-0.6	6.6	-2	-11	7	5	3
O=S1(=O)N[C@@H](CC2=CCCCC2)C2CCCCC2O1 (stereo partly drawn)	0.5	3	11	-0.4	-1.5	-5	3	-3	6	-3
Cc1c2cc[n+](CCN3CCCCC3)cc2c(C)c2c1[nH]c1ccc(O)cc12	nt	1	34*	-0.3	48	0	15	92*	-10	5
N#Cc1cc2c(nc1SCC(N)=O)CCCCC2	-0.1	2	-9	0.1	-1.4	-1	-10	-3	-9	-3
CCCN(CCC)c1nc(-c2ccccn2)nc2ccccc12	0.7	5	-6	-1.3	6.1	-5	10	-1	-10	2
CN(C(=O)COC(=O)c1n[nH]c(=O)c2ccccc12)c1ccccc1	1.2	5	8	-0.2	-0.1	0	10	-4	0	-2
Cc1ccc(CNC(=O)CCS(=O)(=O)c2ccc(Br)s2)cc1	0.7	10	4	-0.9	-2.1	-10	0	-1	22	1
CCCCCCc1nc(C(N)=O)c2[nH]c(=O)n(-c3ccc(OCC)cc3)c2n1	nt	9	4	-0.3	-0.6	-3	0	-6	-8	0
COc1ccc(NS(=O)(=O)c2cccc(-c3n[nH]c(=S)n3Cc3ccccc3)c2)cc1	1.1	-1	5	-0.2	-0.8	0	0	9	-9	-3
COc1ccc(NC(=O)Cc2c(O)c3ccccc3[nH]c2=O)cc1	-0.5	0	4	-0.4	-2.0	-3	-12	0	-15	-10
CC(=O)N1c2ccccc2C(C)=CC1(C)C	-0.7	1	20	-0.3	-0.8	-2	5	3	-19	-2
COc1ccc(NC(=O)COC(=O)c2ccc(S(=O)(=O)N(C)c3ccccc3OC)cc2)cc1OC	-0.1	-1	4	-0.6	0.2	0	10	3	-3	3
O=C(Cc1ccc(Cl)cc1)N/N=C/c1cccs1	1.0	9	3	1.9	-0.7	-3	-7	0	-3	-3
N#CC(Cc1cccc(CC(C#N)(c2ccccc2)c2ccccc2)c1)(c1ccccc1)c1ccccc1	0.1	13	15	-0.4	-0.7	-2	-1	-1	-6	3
CSc1ccccc1NC(=O)CN(C)C(=O)Cc1c(F)cccc1Cl	-0.8	1	-12	-0.7	-1.5	-4	8	4	4	-2
COc1ccc(CCNC(=O)CC2C(=O)NCCN2CC(C)(C)C)cc1 (stereo not drawn)	-0.3	-6	8	-1.5	-0.9	-1	0	1	-6	3
CCC(C)c1ccc(OCC(=O)Nc2ccc3c(c2)C(=O)NC3=O)cc1 (stereo not drawn)	0.6	18	4	-0.4	-0.2	-2	-5	-8	-7	2
O=C(Nc1cccnc1)C1(c2ccc(Cl)cc2)CCCC1	0.4	1	-14	-0.2	-0.3	-3	4	-3	-5	4
CCCOc1ccc2c(=O)c(-c3cc(C(=O)OC)oc3C)c(C)oc2c1	1.7	6	-5	0.5	-0.4	-2	-7	0	-1	-6
C[C@@H]1O[C@@H](O[C@H]2[C@H](O)[C@@H](O)[C@H](Oc3c(-c4ccc(O)c(O)c4)oc4cc(O)cc(O)c4c3=O)O[C@@H]2CO)[C@H](O)[C@H](O)[C@H]1O	2.1	4	-27	0.3	0.1	-4	2	0	-7	0
COc1ccc(Cl)c(CNC[C@H]2O[C@@H](n3cnc(C(N)=O)n3)[C@H](O)[C@@H]2O)c1	0.6	0	2	-2.0	-0.8	0	-6	-6	-8	-1
O=C1N(c2ccccc2)c2ccccc2C1(O)C(F)(F)F (stereo not drawn)	1.3	-1	6	-1.5	-0.9	-9	2	-5	0	-2
COCCN(C(=O)CC1CCCCC1)c1c(N)n(CC(C)C)c(=O)[nH]c1=O	0.0	3	1	-0.5	0.1	-12	0	1	14	0
COc1ccc(C(=O)/C(C#N)=N/Nc2ccccc2[N+](=O)[O-])cc1	2.6	4	-2	0.0	2.6	-1	-2	-23	-5	1
O=C(c1n[nH]c(=O)c2ccccc12)N1CCOCC1	0.2	0	14	-0.6	-3.2	-1	8	-6	-4	2
O=C(NCc1ccccn1)c1cc(Cl)ccc1OCc1ccccc1	-0.3	-1	16	0.0	0.8	-1	-26	1	0	1
O=C(NCC1CCCCC1)C12CN(Cc3ccccc3)CC1C(c1cccc([N+](=O)[O-])c1)=NO2 (stereo not drawn)	-0.4	0	-6	-0.4	3.7	0	-9	-11	-5	1
Cc1cc(C)cc(CC2CC(=O)N(c3ccc([N+](=O)[O-])cc3)C2=O)c1 (stereo not drawn)	0.9	5	5	-0.8	0.2	-7	7	-22	6	-1
COc1ccc(C(C)=O)cc1COC(=O)c1c(C)noc1C	-0.7	-1	-3	-0.3	0.0	-1	-4	3	-4	4
CC(=O)Nc1cc2cc(NS(=O)(=O)c3ccc(C)cc3)ccc2oc1=O	0.7	-6	-10	-0.4	0.5	-3	5	-5	3	-1
C/C(N)=C(/C#N)C(=O)CSc1nnc(Nc2cccc(C)c2)s1	0.6	23&46	18&6	0.6&0.0	8.1&23	-2&-6	3&-4	10&16	64*	3&-13
CC1CCN(C(=O)COC(=O)/C=C/c2ccc([N+](=O)[O-])cc2)CC1	1.6	0	4	-0.1	-1.1	3	-9	-31	-4	-1
CCn1c(=O)c(=O)[nH]c2cc(C(=O)N3CCN(Cc4ccc5c(c4)OCO5)CC3)ccc21	0.1	-2	7	-0.8	0.6	-7	1	2	-5	-3
Cc1cc(C)n2nc(C(=O)N3CCN(Cc4ccc5c(c4)OCO5)CC3)nc2n1	-1.6	1	8	0.0	-0.9	-2	8	2	-27	6
CC(=N\Nc1ccccc1)/C(=N/O)C(=O)Nc1ccccc1	1.4	-2	21	-0.9	-2.5	-5	9	-4	-22	-2
COc1cccc(NC(=S)N(Cc2ccc(C)cc2)Cc2ccccn2)c1	2.5	3	-1	-1.0	-1.1	-5	-4	0	2	18
CC1(C)CC(=O)c2cc(OCC(=O)N3CCCCCC3)ccc2O1	-0.8	-3	12	-0.1	-1.6	-4	5	-3	0	0
Oc1cccc(C(O)CNCc2ccc(-c3ccccc3)cc2)c1 (stereo not drawn)	1.0	-3	28*	0.1	1.2	-1	4	7	-2	1
COc1ccc(OC)c(NC(=S)NCCCN2CCOCC2)c1	-0.4	5	7	0.4	-2.1	1	-2	4	-7	0
O=C(OCC(=O)N1CCOCC1)c1ccccc1Br	-0.1	4	7	-0.6	4.6	-4	3	8	-8	2
O=C(COc1cccc2cccnc12)N/N=C1\SCC(=O)N1Cc1ccccc1	-0.4	3	-8	0.0	1.3	-4	-4	-1	1	-1
CN(C)c1cc[n+](CC(=O)Nc2ccc(OC(F)F)cc2)cc1	-0.4	1	8	-0.1	-1.9	-4	1	0	45	0
